ROC1-CUL1 inh = blocks human RBX1-Cullin-1 di-ubiquitin formation; in vitro K48 di-Ub FRET, acceptor:donor ratio, 45 min; inhibition, % at 10 µM; actives 0.6% (n = 140,000); in the data active = inhibition above about 25%
Target sequence (P62877 whole entry, looked up): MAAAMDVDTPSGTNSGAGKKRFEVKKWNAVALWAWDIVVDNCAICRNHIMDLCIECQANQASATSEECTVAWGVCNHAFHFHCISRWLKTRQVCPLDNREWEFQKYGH
Target sequence (Q13616 whole entry, looked up): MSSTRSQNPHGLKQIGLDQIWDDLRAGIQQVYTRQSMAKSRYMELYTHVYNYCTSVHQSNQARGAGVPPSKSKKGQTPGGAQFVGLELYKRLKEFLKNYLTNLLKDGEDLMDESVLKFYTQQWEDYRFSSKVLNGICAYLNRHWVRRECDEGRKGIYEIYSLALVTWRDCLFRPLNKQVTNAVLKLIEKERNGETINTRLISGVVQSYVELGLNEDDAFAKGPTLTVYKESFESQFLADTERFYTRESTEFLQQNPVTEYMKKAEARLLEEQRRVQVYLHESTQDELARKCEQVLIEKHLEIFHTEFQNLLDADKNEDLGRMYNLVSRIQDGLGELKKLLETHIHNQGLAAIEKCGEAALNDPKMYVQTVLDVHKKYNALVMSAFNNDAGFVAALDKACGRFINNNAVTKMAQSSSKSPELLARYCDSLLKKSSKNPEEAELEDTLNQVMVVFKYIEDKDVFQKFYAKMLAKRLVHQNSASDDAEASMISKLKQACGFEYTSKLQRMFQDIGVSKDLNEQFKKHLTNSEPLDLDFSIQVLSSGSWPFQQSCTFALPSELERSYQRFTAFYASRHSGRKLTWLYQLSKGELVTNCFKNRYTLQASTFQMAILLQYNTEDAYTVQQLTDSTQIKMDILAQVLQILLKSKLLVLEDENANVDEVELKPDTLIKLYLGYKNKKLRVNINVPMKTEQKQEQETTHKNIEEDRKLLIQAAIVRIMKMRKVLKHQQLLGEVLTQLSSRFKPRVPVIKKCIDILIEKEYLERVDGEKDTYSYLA
* marks the source's active call; other numbers are inactive results. Some of the compounds tested; the hit share may differ from the screen's.

mol | ROC1-CUL1 inh
CC(C)(C)C1CC=C2C(C1)C(c1cc(Br)ccc1F)C(C#N)C(=N)C2(C#N)C#N (stereo unspecified) | 4
COc1ccc(N2CCN(C(=O)c3oc4ccc(C)cc4c3C)CC2)cc1 | 0
Clc1nc(Nc2nc(-c3ccccc3)cs2)nc(Oc2ccccc2)n1 | 7
O=C(COc1cccc(Br)c1)N1CCN(c2ncccn2)CC1 | 4
CCc1ccc2c(c1)C(=O)C(S(=O)(=O)c1ccc(C(C)C)cc1)C=N2 (stereo unspecified) | 2
O=C(Nc1cccc(C(F)(F)F)c1)C1CC(c2ccccc2Cl)=NO1 (stereo unspecified) | -4
O=C(N/N=C/c1ccccc1[N+](=O)[O-])C1COc2cc3ccccc3cc2O1 (stereo unspecified) | 0
Cc1ccc(C(=O)C2C(=O)C(=O)N(c3nc(C)c(C)s3)C2c2ccc(C(C)C)cc2)cc1 (stereo unspecified) | -9
CC(=O)C1=C(C)N(c2ccccc2)C(=O)C1CC(=O)O (stereo unspecified) | 9
O=C1c2oc3ccccc3c(=O)c2C(c2cccc(O)c2)N1c1nncs1 (stereo unspecified) | -3
N#Cc1cnn(-c2ccccc2)c1N | 7
O=C1CC(=NCc2ccccc2)C(c2ccccc2)=NN1 | 5
Cc1ccc(C(=O)C2C(=O)C(=O)N(Cc3ccco3)C2c2cccc(OCCC(C)C)c2)o1 (stereo unspecified) | 5
CCNC(=O)c1ccc2nc(CCc3ccccc3)oc2c1 | -3
CCN(CCCNC(=O)c1cc2c(=O)n(C)c3ccccc3c2s1)Cc1ccccc1 | 0
Cc1ccc(NC(=O)CCCc2nc(-c3ccco3)no2)cc1Cl | -3
COc1ccc(NC(=O)CN2C(=O)CCn3nc(-c4cccn4C)cc32)cc1Cl | 4
COCCO[C@H]1[C@H](NC(=O)C(C)C)c2ccccc2C12CCN(C(=O)c1cc(C(C)C)on1)CC2 | -1
O=C(NCCc1ccccn1)C1CC12CCN(C(=O)/C=C/c1ccc(Cl)cc1)CC2 (stereo unspecified) | -1
Cc1ccc(-c2csc(NC(=O)COc3ccc(C)cc3Br)n2)cc1 | -1
CCCCC(=O)Nc1ccc2nc(SCC(=O)N3CCCC3)sc2c1 | 6
CC(=NCCCN1CCOCC1)C1C(=O)N(c2nc3ccccc3s2)N=C1C (stereo unspecified) | 7
O=C(c1cccs1)C1CCCN(C(=O)CCn2nnnc2CN2CCOCC2)C1 (stereo unspecified) | -2
COc1ccc(Cc2nnc(NC(=O)C3CCCO3)s2)cc1OC (stereo unspecified) | 7
Cc1ccc(NC(=O)Cc2coc3ccc(C(C)C)cc23)cc1Cl | 1
Cc1cc(C(=O)NNC(=O)CCC(=O)O)n[nH]1 | -4
CS(=O)(=O)N1CCN(CC(=O)NC2CCCCC2)CC1 | 7
Cc1ccc(C)c(NC(=O)C2CCN(S(=O)(=O)c3c(C)noc3/C=C/c3cccs3)CC2)c1 | 3
COc1ccc(OCC(=O)N2CCN(C(=O)c3ccc(OC)c(OC)c3)CC2)cc1 | 4
CN1CCN(c2ncccc2CNC(=O)CC2CCCC2)CC1 | -1

Next part; the last 4 above are carried over.
mol | ROC1-CUL1 inh
CS(=O)(=O)N1CCN(CC(=O)NC2CCCCC2)CC1 | 7
Cc1ccc(C)c(NC(=O)C2CCN(S(=O)(=O)c3c(C)noc3/C=C/c3cccs3)CC2)c1 | 3
COc1ccc(OCC(=O)N2CCN(C(=O)c3ccc(OC)c(OC)c3)CC2)cc1 | 4
CN1CCN(c2ncccc2CNC(=O)CC2CCCC2)CC1 | -1
N#C/C(=N\Nc1c(Cl)cc(Cl)cc1Cl)C(=O)c1ccccc1 | -10
Cc1nc(CC(=O)N(Cc2ccncc2)Cc2cccc(OCCc3ccc(F)cc3)c2)cs1 | 4
Cc1cc(C(=O)C(F)(F)F)c(C)n1-c1ccc(Br)cc1 | -3
COC(=O)NCCOc1cc(C)ccc1C | 4
Cc1ccc(C(=O)NNc2c3ccccc3nc3ccccc23)cc1 | -7
Cc1ccc(C2(O)CC(C(F)(F)F)=NN2C(=O)c2cccc(Cl)c2)cc1 (stereo unspecified) | -1
Cc1ccc2c(C)nc(SC(C(=O)c3ccccc3)c3ccccc3)nc2c1 (stereo unspecified) | 1
O=C(NCc1ccccc1)c1ccc2c(c1)nc1n2CCCCC1 | -3
O=C(COC(=O)c1ccc(Cn2nnc3ccccc32)cc1)c1ccc(Cl)cc1 | -1
O=C1/C(=C\c2cccnc2)S(=O)(=O)c2ccccc21 | 2
Cc1ccc(-c2nnc(SCc3ccccc3Cl)o2)cc1 | 12
Cc1ccc(Cl)cc1N1CCN(C(=O)Cn2cnc3sc(C)c(S(=O)(=O)N4CCC(C)CC4)c3c2=O)CC1 | 9
CCNC(=O)CNC(=O)C(CC(N)=O)NC(=O)OCc1ccccc1 (stereo unspecified) | 5
CCN=C1S/C(=C\c2cc(Br)c(O)c(I)c2)C(=O)N1CC | 9
CCOc1ccc(C(=O)Nc2ccccn2)cc1 | 6
CC1(C)CC2=NC(=O)C(Cc3ccccc3)C(=O)C2C(O)C1 (stereo unspecified) | 5
CCCCc1nn2c(=O)cc(COC(=O)CNC(=O)c3ccccc3C)nc2s1 | -7
Cc1ccn2c(=O)c(NC(=O)c3ccccc3C)cnc2c1 | 5
O=[N+]([O-])c1cccc(C=N[C@@H]2CCCC[C@H]2N=Cc2cccc([N+](=O)[O-])c2)c1 | -4
O=C(c1cc(F)c(F)cc1Cl)N1CCN(c2ccc([N+](=O)[O-])cc2)CC1 | 7
CSc1ccc(CCNC(=O)c2cc3cc4cc(C)ccc4nc3s2)cc1 | -12
O=C(CSc1nnc(CN2c3ccccc3Sc3ccccc32)o1)c1ccccc1 | 1
COc1cc(C(=O)NC(C)CC(C)C)cc(OC)c1OC (stereo unspecified) | 1
COc1cccc2c1cc1c(=O)n(CC(=O)N3CCCCC3)nc(C)n12 | 3
O=S(=O)(c1ccc(-c2cnc(C3CC3)o2)cc1)N1CCN(c2ccc(F)cc2)CC1 | -6
C=CCOc1cc(N(CC)CC)ccc1C=C1C(=O)NC(=S)NC1=O | -3
COc1ccccc1C(=O)NCc1nc2cccnc2n1Cc1ccc(F)cc1 | -2
COc1cccc(NC(=O)C(C)n2c(=O)cc(C(F)(F)F)c3c(C)nn(C)c32)c1 (stereo unspecified) | -6
COc1ccc(Nc2c3c(nc4ccc(NC(=O)c5cc(Cl)ccc5OC)cc24)CCCC3)cc1OC | -3
CC1CCC2=NN(C(=O)c3cccnc3)C(O)(C(F)(F)F)C2C1 (stereo unspecified) | -12

mol | ROC1-CUL1 inh
COc1cc(-c2c(C#N)c(N)nc3c2CCCC3)ccc1COc1ccc(F)cc1 | -7
O=C(Cn1c(=O)oc2ccccc21)Nc1ccc(Br)cc1 | -7
CC1=Nc2nc(SCc3cccc(Cl)c3)nn2C(c2ccccc2F)C1C(=O)Nc1ccc(Cl)cc1 (stereo unspecified) | -5
Cc1nc(Nc2cccc(O)c2)c2oc3ccccc3c2n1 | -2
COc1cc(/C=C2\C(=O)NN(c3ccccc3)C2=O)cc(Br)c1OCCCOc1ccc(Cl)cc1 | 55*
Cc1c(C)n(Cc2ccccc2)c2ccc(C(=O)NCC(C)c3ccccc3)cc12 (stereo unspecified) | -3
O=C(O)CCC(=O)NNC(=O)c1ccc([N+](=O)[O-])cc1 | 1
CCOC(=O)CSc1nc(-c2ccc(C)cc2)cc(-c2ccco2)c1C#N | 4
COCCNC(=O)COc1ccc(C)cc1C(C)(C)C | -4
CCOc1ccc(OCc2ccc(C(=O)NCc3ccncc3)o2)cc1 | 8
Oc1c(Br)cc(Br)cc1-c1ccn[nH]1 | 4
COc1ccc(CNC(=O)Cn2ccc3cc(S(=O)(=O)N4CCCCCC4)ccc32)c(OC)c1 | -2
CN(Cc1ccccc1)C1(C(=O)N2CCC[C@H]2CO)Cc2ccccc2C1 | 2
CN(C)c1ccc(CN(CC2CCCO2)C(=O)COc2ccccc2Cl)cc1 (stereo unspecified) | 8
CCc1ccc(-c2cn3c(n2)sc2cc(C(=O)NCCCc4ccccc4)ccc23)cc1 | 9
CN(CCC(=O)NCc1nc(NCCCc2ccccc2)c2ccccc2n1)C1CCS(=O)(=O)C1 (stereo unspecified) | 1
CC(=O)Nc1ccc2nn(-c3ccc(C)cc3)nc2c1 | 1
CCOC(=O)c1c(C)oc2nc(C)nc(NCCc3ccc(Cl)cc3)c12 | 2
CCN1CC(CN(C)C(=O)c2ccc(OC3CCN(C(=O)C4CC4)CC3)cc2)CC1=O (stereo unspecified) | 6
Cc1ccc(Cl)cc1N1C(=O)CC(N2CCN(c3ccc(F)cc3)CC2)C1=O (stereo unspecified) | 0
O=S(=O)(c1cccc2cccnc12)N1CCCC(CO)(Cc2cccc(Cl)c2)C1 (stereo unspecified) | -4
NC(=O)c1sc2ccccc2c1Cl | 8
COC(=O)c1ccc(Cl)c(NC(=O)c2ccc(OC)cc2)c1 | 3
CCCCCCC1=NN(C(=O)c2ccc(C)cc2)C(O)(C(F)(F)F)C1 (stereo unspecified) | 6
COc1ccc(C(=O)NC(Nc2cccc3ccccc23)C(Cl)(Cl)Cl)cc1 (stereo unspecified) | -11
Nc1c(C(=O)Nc2nnc(SCc3ccccc3Cl)s2)sc2nc(-c3ccncc3)ccc12 | -1
Cc1cc(C(=O)Oc2ccc(OC(=O)c3ccc([N+](=O)[O-])c(C)c3)c(Cl)c2)ccc1[N+](=O)[O-] | -2
O=C(N[C@H]1CCCCNC1=O)c1ccc(N2CCC(NCc3cccc(C(F)(F)F)c3)CC2)cc1 | 1
O=C(Nc1cccc(-n2cccn2)c1)C1CCCN1C(=O)c1ccncc1 (stereo unspecified) | 5
O=C(Nc1ccc(F)cc1)C1CCC(N2C(=O)c3ccccc3C2=O)CC1 (stereo unspecified) | -4

In another format: 2 of the compounds above
O=C(Cn1c(=O)oc2ccccc21)Nc1ccc(Br)cc1
  ROC1-CUL1 inh = -7
Oc1c(Br)cc(Br)cc1-c1ccn[nH]1
  ROC1-CUL1 inh = 4

Some of these compounds in order of the ROC1-CUL1 inh value, descending:
SMILES	ROC1-CUL1 inh
CN(C)c1ccc(CN(CC2CCCO2)C(=O)COc2ccccc2Cl)cc1 (stereo unspecified)	8
O=C1/C(=C\c2cccnc2)S(=O)(=O)c2ccccc21	2
Cc1ccc2c(C)nc(SC(C(=O)c3ccccc3)c3ccccc3)nc2c1 (stereo unspecified)	1
Cc1ccc(C2(O)CC(C(F)(F)F)=NN2C(=O)c2cccc(Cl)c2)cc1 (stereo unspecified)	-1

The listing continues.
mol | ROC1-CUL1 inh
CC(NC(=O)COc1ccc2ccccc2c1)C(=O)N/N=C/c1cccc(Cl)c1Cl (stereo unspecified) | 4
O=C(Cn1c(=O)nc(-c2ccccc2)c2ccccc21)Nc1ccc(Cl)c(C(F)(F)F)c1 | 2
COCCC(=O)N(CCc1ccc(OC)cc1)CC1CCN(C)CC1 | 7
Cc1ccc(OCC(=O)N/N=C\c2ccc(-c3ccccc3Cl)o2)c(C)c1 | 1
Cc1ccccc1Cn1c(=O)c2c(nc3n(CCO)c(C)c(C)n23)n(C)c1=O | 7
COC(=O)Cc1ccc(NC(=S)NCCO)cc1 | 1
CC(C)(C)c1cc(C(=O)Nc2ccccc2)ccn1 | 7
Cc1c(Cl)cccc1NC(=O)c1cc(-c2ccc3c(c2)OCO3)on1 | -4
COc1ccc(S(=O)(=O)n2nc(-c3ccco3)nc2NCc2ccc(OC)c(OC)c2)cc1 | -3
COc1cc(-c2ccc(NC(=O)C34CCC(C)(C(=O)C3)C4(C)C)c(OC)c2)ccc1NC(=O)C12CCC(C)(C(=O)C1)C2(C)C | 15
O=C(Cn1cnc2ccc(Cl)cc2c1=O)Nc1ccc2ccccc2c1 | -9
Cc1ccc(N2CC(C(=O)N3CCN(c4ccccc4F)CC3)CC2=O)cc1 (stereo unspecified) | -5
O=C1[C@@H]2CSC(c3ccc(C(F)(F)F)cc3)N2C(=O)N1c1ccccc1 (stereo partly specified) | 6
COc1cc(/C=C2\SC(=Nc3ccc(Cl)cc3)N(C)C2=O)c(Cl)cc1O | 5
Cc1ccc(NC(=O)C23CCC(C)(C(=O)O2)C3(C)C)cc1Cl (stereo unspecified) | -5
Cc1cccn2c(=O)c3cc(C(=O)NC4CCCCC4)n(C)c3nc12 | 5
CC(C)(C)c1ccc(C(=O)CS(=O)(=O)c2ccccc2)cc1 | 8
CCOc1cccc(N2C(=O)CC(N3CCN(C45CC6CC(CC(C6)C4)C5)CC3)C2=O)c1 (stereo unspecified) | -2
CCOC(=O)c1c(C)c(-c2ccccc2)n(CC(=O)NC(CC)Cc2ccccc2)c1C (stereo unspecified) | -1
CC(C)c1ccc(NC(=O)c2cn(C3CCCC3)c(=O)c3c2c2ccccc2n3C)cc1 | 5
Cc1cccc(CN2C(=O)c3ccccc3S(=O)(=O)c3ccc(C(=O)N4CCCC4)cc32)c1 | -1
COc1ccccc1C(=O)Nc1nc(-c2ccc(Br)cc2)ns1 | -8
Cc1nc2ccccc2n(CC(=O)c2ccc(Cl)cc2)c1=O | 3
CC(=O)Nc1ccc(S(=O)(=O)N2CCC(Oc3ccc(-n4cnnn4)cc3)CC2)cc1 | 3
CCn1c(COc2c(C)cccc2C)nnc1SCC(=O)Nc1cccc(C(=O)OC)c1 | -3
CCCC(=O)N1CCN(c2ccc(Cl)cc2NC(C)=O)CC1 | -1
COCCC(=O)NC(C)c1cnc(N(C)C2CCCCC2)nc1C (stereo unspecified) | 4
Cc1ccc(CNC(=O)Cn2nc(N3CCN(c4ccccc4)CC3)ccc2=O)cc1 | 12
Oc1c(Br)cc(Cl)cc1/C=N/Nc1nc2ccccc2s1 | -2
CCOc1ccc(CCNC(=O)CN2C(=O)COc3ccc(S(=O)(=O)N4CCCC4)cc32)cc1 | 0
CC(C)(C)c1ccc(NC(=O)CCSc2nnc3scc(-c4ccccc4)n23)cc1 | 3
Cc1sc(NC(=S)Nc2ccccc2)c(C(N)=O)c1C | 3

Source: PubChem BioAssay
